SARS 3CLpro inh = SARS-CoV 3CLpro protease inhibitors, primary screen, biochemical, quenched FRET; Replicase polyprotein 1ab (Severe acute respiratory syndrome coronavirus), P0C6X7; recombinant SARS-CoV 3CLpro, quenched FRET peptide cleavage; inhibition, % at 6 µM; 290,000 tested, 0.14% active; in the data active = inhibition above about 12%
SSB-PriA inh = inhibitors of Klebsiella pneumoniae PriA binding to SSB C-terminal tail, primary screen, biochemical, AlphaScreen; PriA–SSB C-terminal tail interaction (Klebsiella pneumoniae); AlphaScreen SSBct-PriA binding, biotinylated peptide; 430,000 tested, 0.6% active; inhibition, % at 33 µM; in the data active = inhibition mostly above about 37%, no sharp cut-off; inactive = mostly below about 20%;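 also: plate controls were negative control peptide for no effect and reference peptide for full effect; strong numbers were not always called active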
VHR inh abs = VHR1 phosphatase inhibitors, primary screen, biochemical, absorbance, uHTS; Dual specificity protein phosphatase 3 (Homo sapiens), P51452; recombinant VHR phosphatase, pNPP absorbance; inhibition, % at 13.3 µM; 290,000 tested, 0.52% active; AID 1654, 2009; in the data active = inhibition above about 50%; also: some compounds called inactive have numbers as strong as hits
Target sequence (P51452 whole entry, looked up): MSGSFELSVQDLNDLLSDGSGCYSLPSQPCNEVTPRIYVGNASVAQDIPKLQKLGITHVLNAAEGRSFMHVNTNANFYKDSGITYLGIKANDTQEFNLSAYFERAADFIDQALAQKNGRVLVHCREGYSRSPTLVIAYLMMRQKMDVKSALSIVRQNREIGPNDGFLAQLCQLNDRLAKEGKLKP
Rv3671c protease = Rv3671c serine protease inhibitors, primary screen, biochemical, fluorescence polarization, M. tuberculosis H37Rv; 320,000 tested, 0.048% active; AID 2606, 2010; inhibition, % at 5.96 µM; P9WHR9; in the data active = inhibition above about 38%;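 also: extracellular domain of Rv3671c used as enzyme; 0% = enzyme with DMSO and 100% = no enzyme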
Target sequence (P9WHR9 whole entry, looked up, the tested form may be a part): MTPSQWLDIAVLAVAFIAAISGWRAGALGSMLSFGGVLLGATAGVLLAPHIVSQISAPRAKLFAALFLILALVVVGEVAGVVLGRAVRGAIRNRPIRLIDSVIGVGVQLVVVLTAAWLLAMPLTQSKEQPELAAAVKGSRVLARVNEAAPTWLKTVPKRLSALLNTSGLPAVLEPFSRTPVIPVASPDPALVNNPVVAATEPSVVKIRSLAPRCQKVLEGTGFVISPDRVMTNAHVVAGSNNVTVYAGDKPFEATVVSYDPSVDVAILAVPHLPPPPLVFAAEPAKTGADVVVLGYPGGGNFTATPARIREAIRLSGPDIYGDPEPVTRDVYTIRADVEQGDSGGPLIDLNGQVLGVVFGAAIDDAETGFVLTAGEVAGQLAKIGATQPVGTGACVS
Y pestis TopoI = Yersinia pestis topoisomerase I inhibitors, primary screen, biochemical, cleavage product accumulation, plate reader, single point; Y. pestis Topo-I cleavage product accumulation; activity, % at 10 µM; DNA topoisomerase I (Yersinia pestis CO92); 360,000 tested, 0.064% active; in the data active = activity above about 50%, passing the limit was not always enough; also: inactives centre near 2
PrPC TRFRET = inhibitors of human cell surface prion protein PrPC, primary screen, cell-based, TR-FRET. 370,000 tested, 0.43% active. inhibition, % at 13.8 µM. AID 720596, 2013. Major prion protein (Homo sapiens), P04156. TR-FRET read-out; in the data active = inhibition above about 24%; also: 0% = median of the test wells and 100% = reference compound wells
MazEF act = activators of E. coli MazEF toxin-antitoxin RNase, primary screen, biochemical, fluorescence, uHTS; FAM/BHQ RNA-DNA oligo cleavage fluorescence, 5 h; activation, % at 20 µM; Endoribonuclease toxin MazF (Escherichia coli (strain K12)), P0AE70; 350,000 tested, 0.32% active; in the data active = activation above about 50%
Target sequence (P0AE70 whole entry, looked up): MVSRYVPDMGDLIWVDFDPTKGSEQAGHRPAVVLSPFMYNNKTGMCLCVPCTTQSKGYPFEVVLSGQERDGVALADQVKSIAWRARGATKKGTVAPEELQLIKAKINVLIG
TcdB inh = TcdB glycohydrolase inhibitors, primary screen, biochemical, single point, plate reader | inhibition, % at 9.99 µM | AID 652162, 2013 | TcdB glycohydrolase enzymatic assay | 350,000 tested, 0.24% active | Toxin B (Clostridioides difficile), P18177; in the data active = inhibition above about 10%
BH1578 lux ind = inducers of Vibrio cholerae quorum light production without autoinducers, primary screen, BH1578 luxS cqsA deficient, single point; 350,000 tested, 0.16% active; activation, % at 18.7 µM; V. cholerae BH1578 lux reporter, luminescence, 6 h; in the data active = activation mostly above about 9.7%, no sharp cut-off; also: not every result past the cut was called active; inactives centre near 0; reference of the scale not given here
CCHF vOTU inh = CCHFV vOTU protease inhibitors, primary screen, biochemical, Pep-AMC substrate, fluorescence. Crimean-Congo hemorrhagic fever virus L polyprotein viral ovarian tumor (vOTU) protease …. inhibition, % at 11.5 µM. 370,000 tested, 0.55% active; in the data active = inhibition above about 30%; also: 0% = vehicle wells with enzyme and 100% = no enzyme wells
Numbers without * were called inactive; i = inactive; · = no result given. An excerpt (hit frequency here may not be typical).

Structure | Rv3671c protease | MazEF act | VHR inh abs | Y pestis TopoI | PrPC TRFRET | CCHF vOTU inh | SSB-PriA inh | BH1578 lux ind | SARS 3CLpro inh | TcdB inh
O=C(O)c1cccc(NC(=O)C2CC(=O)N(Cc3ccccc3)C2)c1 (stereo not given) | -1 | 3 | -8 | 1 | 4 | 3 | 5 | 5.0 | -10 | ·
Cc1cc(C)c(C)c(C(=O)C2OC(=O)C(C)(C)C(=O)C2(C)C)c1C (stereo not given) | -7 | 5 | -2 | 3 | 12 | -6 | -4 | -0.3 | 0 | 1.0
CCc1ccc(NC(=O)N(CCN(C)C)C(C)c2cccnc2)cc1 (stereo not given) | -3 | 9 | 12 | -8 | 4 | -6 | -10 | -0.2 | -2 | 1.4
Cc1ccc([N+](=O)[O-])cc1S(=O)(=O)NCc1cccnc1 | -2 | 5 | -2 | -3 | -16 | -9 | -2 | -0.6 | 7 | ·
Cc1occc1-c1nnc(SCC(=O)NCCc2ccccc2)o1 | 4 | -14 | 17 | 13 | 8 | 23 | -3 | -0.6 | 3 | -2.2
N#Cc1ccc(CN2CCN(C(=O)CCNS(=O)(=O)c3ccc(F)c(F)c3)CC2)cc1 | 5 | 0 | · | 3 | -4 | 0 | -3 | -2.1 | · | -1.2
[O-][n+]1ccc(C(O)c2ccccc2)cc1 (stereo not given) | 6 | 12 | 2 | -2 | 3 | 5 | -11 | -0.6 | -1 | 1.1
Cc1ccc(NC(=O)C(=O)c2c[nH]c3ccccc23)cc1 | · | 10 | 4 | -5 | -20 | 8 | -4 | i | 8 | -0.4
COc1ccc([C@@H]2CC=C(C(=O)O)CN2S(=O)(=O)c2ccc(C)cc2)cc1OC | -3 | 1 | · | -2 | -5 | 10 | -4 | -0.4 | · | 0.6
COC(CNC(=O)CSCc1nc(-c2ccc(SC)cc2)oc1C)OC | 1 | -6 | 0 | -4 | 5 | 4 | -8 | 0.3 | 2 | 0.0
CCNC(=O)/N=C1/NC(=O)C(C(C)C)O1 (stereo not given) | 1 | 7 | 19 | -4 | -4 | -10 | · | -0.4 | 2 | ·
O=C(CCSCc1ccccc1Cl)NCc1ccco1 | 6 | -2 | 29 | 2 | -5 | 4 | -7 | i | -2 | 0.3
CCOc1ccc(NS(=O)(=O)c2ccc3c(c2)CCN3C(C)=O)cc1 | 2 | -5 | 34 | -2 | -4 | -8 | 8 | i | -1 | 0.4
O=C(CN1C(=O)c2ccccc2S1(=O)=O)NCCc1ccc(F)cc1 | -4 | 1 | · | -2 | -5 | -9 | -1 | -2.5 | · | 0.3
CCCn1c(CC)nc([N+](=O)[O-])c1Sc1ncn[nH]1 | · | -11 | · | 3 | -5 | 7 | · | -1.3 | · | 0.9
CCOC(COC(=O)c1ccccc1C(=O)O)c1ccccc1 (stereo not given) | · | 3 | · | 4 | -4 | 3 | · | i | · | 0.5
Cc1cc(C)c(C(=O)COC(=O)c2cccc(S(=O)(=O)N3CCOCC3)c2)cc1C | · | 1 | · | 11 | 7 | -13 | · | -4.5 | · | 1.3
CSc1ccc(/C=N/NC(=O)CN2CCN(Cc3ccc(Cl)cc3)CC2)cc1 | -1 | 95* | 12 | 31 | -11 | -1 | · | -0.1 | 2 | -0.5
COc1ccc(-c2ccc(C(=O)Nc3ccc4c(c3)OCO4)c3occc23)c(C)c1 | · | · | · | 20 | 4 | -4 | · | 0.6 | · | -0.4
COc1ccc(Cl)cc1C(=O)N(Cc1nc(-c2cccc(C)c2)no1)C(C)C | -4 | 5 | 13 | 12 | 5 | 4 | -18 | -0.2 | 1 | 1.7
Cc1ccc(S(=O)(=O)N2C[C@]3(O)C[C@@H]4C(=O)N(c5ccccc5)C(=O)[C@@H]4C[C@]3(OC(=O)NC3CCCC3)C2)cc1 | · | 5 | · | 1 | -5 | -8 | · | -0.4 | · | 0.0
CCOc1ccccc1C1C(C(=O)Nc2ccc(OC)cc2)=C(C)Nc2nc(CCCO)nn21 (stereo not given) | 8 | -4 | -5 | -11 | 5 | -4 | 2 | -0.4 | -7 | 0.8
COc1ccc(C)cc1-n1nc2ccccc2n1 | 10 | 2 | 9 | 2 | -5 | -6 | -23 | i | 4 | 1.4
COC(=O)c1cc(S(=O)(=O)NCc2ccccc2)cn1C | 8 | 6 | 21 | 1 | 0 | -1 | -5 | 0.7 | -3 | 1.4
COCCN(CCOC)Cc1cc(=O)oc2cc3c(cc12)CCC3 | 0 | 2 | 11 | 7 | -5 | -1 | -9 | i | -5 | ·
CCCC(=O)NC(C)c1nc2ccccc2n1C (stereo not given) | 0 | -1 | -10 | 0 | 1 | -9 | -24 | -0.3 | -1 | 1.0
CN(C)c1ccc(CN(C(=O)C2COc3ccccc3O2)C2CCS(=O)(=O)C2)cc1 (stereo not given) | -4 | -4 | 20 | 2 | 1 | -7 | 20 | -1.2 | 2 | ·
O=C(c1cc2sccc2n1Cc1ccc(F)cc1)N1CCc2ccccc21 | -3 | -10 | 22 | 29 | 5 | 9 | -2 | i | 3 | ·
O=C(Nc1cc(C(F)(F)F)ccc1Cl)C1CCN(c2nnc(-n3cccc3)s2)CC1 | · | -19 | 18 | 1 | 9 | 1 | -15 | 1.9 | 0 | ·
CN1C(=O)C(=CN2CCN(C(=O)c3ccco3)CC2)C(=O)N(C)C1=S | -9 | -18 | 12 | 1 | 7 | 5 | -6 | -0.8 | -1 | ·

Individual results from the results shown:
For TcdB inh, `COc1ccc(-c2ccc(C(=O)Nc3ccc4c(c3)OCO4)c3occc23)c(C)c1` is entered as -0.4
For MazEF act, `O=C(Nc1cc(C(F)(F)F)ccc1Cl)C1CCN(c2nnc(-n3cccc3)s2)CC1` is entered as -19
For SARS 3CLpro inh, `CN(C)c1ccc(CN(C(=O)C2COc3ccccc3O2)C2CCS(=O)(=O)C2)cc1` (stereo not given) is entered as 2

More records follow.
Structure | Rv3671c protease | MazEF act | VHR inh abs | Y pestis TopoI | PrPC TRFRET | CCHF vOTU inh | SSB-PriA inh | BH1578 lux ind | SARS 3CLpro inh | TcdB inh
CN(C)CCNC(=O)Nc1cccc(Cl)c1Cl | 4 | 0 | 26 | -2 | -3 | -2 | -9 | 5.6 | -2 | ·
Cc1ccc(S(=O)(=O)N(C)C)cc1NC(=S)N(CCC#N)Cc1cccnc1 | 4 | -11 | 0 | -15 | 2 | 4 | -15 | -0.5 | 1 | 0.5
CCN(CCn1cccn1)C(=O)c1cc(COc2ccc(F)cc2Cl)on1 | -5 | -4 | 18 | 3 | 1 | 0 | -3 | -0.1 | 3 | 2.4
CC1CC(C)CN(CCCNC(=O)c2ccc3c(SCC(=O)O)c4c(nc3c2)CCC4)C1 (stereo not given) | 3 | 5 | 25 | 4 | -11 | -4 | -10 | -0.5 | -2 | 1.2
O=C(c1cscn1)N1CCCC(N2CCN(c3ccc(F)cc3)CC2)C1 (stereo not given) | -3 | 1 | 38 | 0 | -5 | 7 | -6 | · | 6 | 0.3
Cc1cc(C)c(NC(=O)Cn2c(=O)n(-c3ccc(CC(=O)NCC4CCCO4)cc3)c(=O)c3ccccc32)c(C)c1 (stereo not given) | 1 | 1 | 16 | 4 | -4 | 7 | -5 | i | 3 | 1.1
CN(C)C(=O)CSc1nnc(-c2ccncc2)n1Cc1ccco1 | -1 | -4 | 11 | 0 | -1 | 4 | 1 | i | -2 | 0.8
CCc1cccc(NC(=O)Cn2c(=O)oc3cc(S(=O)(=O)N4CCOCC4)ccc32)c1 | -3 | 2 | -2 | 6 | -1 | -1 | -4 | · | -1 | 0.2
COc1ccc(Cc2nnc(Nc3ccc(C)cc3)o2)cc1OC | 2 | -4 | 5 | 2 | 2 | -8 | -9 | -1.1 | 4 | 1.1
CCn1c(SCC(=O)c2c[nH]c3ccccc23)nnc1-c1cccs1 | -2 | 1 | -12 | 16 | -4 | -11 | -2 | 5.9 | -2 | ·
O=C(Cn1c(NCCCO)nc2ccccc21)c1ccc([N+](=O)[O-])cc1 | -8 | 8 | 15 | -13 | -23 | -4 | 1 | -0.4 | -3 | 0.5
COc1cccc(/C=C/C(=O)Nc2ccc(OC)nc2)c1 | -5 | 7 | -7 | 0 | 1 | 1 | 5 | i | -1 | ·
COc1ccc(C2C(C(=O)c3sc(C)nc3C)=C(O)C(=O)N2CCN(C)C)cc1OC (stereo not given) | 2 | -5 | -9 | -2 | 2 | 4 | -11 | -0.6 | 1 | ·
O=C(CCCCCN1C(=O)c2ccccc2C1=O)NC1CCCC1 | -1 | 2 | 23 | -1 | -2 | 7 | -16 | i | 2 | ·
Cc1ccc(NC(=O)CN(C)C(=O)Cc2ccc(Cl)cc2Cl)cc1 | -5 | -9 | 7 | 4 | 13 | 15 | -9 | -0.3 | -3 | -2.4
CC1CC(=O)Nc2ccccc2S1(=O)=O (stereo not given) | -1 | -14 | 0 | 0 | 6 | -6 | -13 | -0.7 | 3 | ·
COc1ccc(NC(=O)c2nnn(Cc3cccc(F)c3)c2N)c(OC)c1 | 2 | 3 | 21 | -6 | 15 | -2 | -10 | -0.2 | -1 | 0.6
CC(C)COc1ccc(-c2nnc(-c3ccco3)o2)cc1 | -4 | -1 | 10 | 6 | 3 | 8 | -4 | 2.1 | 0 | ·
CC1CC(C)(C)NC(=S)N1CC(=O)N(C)Cc1ccccc1 (stereo not given) | -7 | 7 | 1 | -1 | 8 | -12 | 2 | 0.0 | 4 | ·
CCC(C)NCCCCOc1ccc(Br)cc1 (stereo not given) | -1 | -2 | -2 | -5 | -5 | 10 | -2 | -0.3 | 5 | 1.6
CCN(CC(=O)Nc1cccc(OC)c1)C(=O)C1CCN(C(=O)Nc2ccccc2)CC1 | 4 | 2 | 11 | -3 | 6 | -10 | -11 | -1.5 | -3 | ·
Cc1ccc(NC(=O)CN(C)C(=O)COC(=O)/C=C/c2cccs2)cc1 | -7 | 1 | · | 15 | 8 | 12 | -11 | i | · | -0.1
Cc1ccc2[nH]c(=O)c(-c3nc4cc(C)ccn4c3NCc3ccco3)cc2c1 | -5 | 5 | 4 | 1 | · | · | 5 | -0.4 | -6 | ·
Cc1cccc(OCC(=O)Nc2ccc(N3CCN(C(=O)c4ccco4)CC3)cc2)c1 | 0 | -9 | 23 | 31 | 18 | 8 | 10 | -0.4 | -2 | 0.8
CC(=O)NN1C(=O)c2ccccc2NC1c1ccc([N+](=O)[O-])o1 (stereo not given) | -1 | 7 | 8 | -5 | -16 | 4 | -9 | i | 1 | -1.0
O=[N+]([O-])c1ccc(-n2cccn2)c(-c2nn[nH]n2)c1 | 5 | 8 | 20 | 7 | -26 | 7 | -4 | -0.2 | 4 | 2.4
COc1ccc(S(=O)(=O)N(C)CC(=O)NCc2cccnc2)cc1OC | -13 | 7 | -16 | -4 | 6 | -7 | -5 | i | 1 | -0.7
COc1cccc(NC(=S)N(CCC(C)C)C2CCN(C(C)=O)CC2)c1 | 0 | 4 | 18 | 5 | 10 | 4 | -12 | i | -2 | 0.7

High-throughput results as filed in PubChem.
